Abeta yeast res = A-beta toxicity reversal in yeast; yeast expressing A-beta42, growth rescue, OD600, 48 h; response scale: 0% DMSO, 100% iron-clioquinol control; Potency, µM (top dose mostly 46.1 µM), inactives show at the top dose growth rescue, hits mostly activators; 410,000 compounds, 0.063% hits; AID 1347071; further: potency means the concentration at half of the fitted maximal effect; nearly all actives have a fitted effect of over 55% in size
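Growth rescue measured by 600 nm absorbance after 48 h yeast culture at 30 C with compound. Values normalized between DMSO and an equimolar ferric chloride plus clioquinol control.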
EPAC2 agonist = EPAC2 (human) agonism. AID 720711. EPAC2 activation, biochemical qHTS; response scale: 100% = 6.5 mM cAMP response. 360,000 compounds, 0.079% hits. Potency, µM (top dose mostly 154 µM), inactives show at the top dose activation, most hits filed as activators. Q8WZA2; further: potency means the concentration at half of the fitted maximal effect; nearly all actives have a fitted effect of over 50% in size
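EPAC2 (100 nM) mixed with Rap1B loaded with BODIPY-GDP (250 nM) plus 50 uM unlabeled GDP; compounds pinned in, 5 min RT, then read every 5 min for 30 min (ex 480, em 540 nm). Normalized to cAMP control.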
FUS yeast rescue = rescues growth of FUS-expressing yeast | S. cerevisiae FUS-expressing, growth rescue, OD600, 24 h | Potency, µM (doses to about 76.6 µM), inactives show at the highest dose growth rescue (activation), actives largely listed as activators | 390,000 compounds, 0.24% hits | AID 1347120;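 further: potency means the concentration at half of the fitted maximal effect; plate controls were DMSO vehicle for no effect and reference control for full effect; nearly all actives have a fitted effect of over 55% in size; some results filed as inactive show a strong effect at the top dose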
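FUS-expressing yeast, raffinose-pregrown, induced in 2% galactose minimal medium at OD 0.005; compounds in a dilution series, 24hr at 30C. Growth restoration read as absorbance at 600 nm. CP55940 positive control, DMSO negative.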
TDP43 rescue = TDP-43 toxicity inhibition in yeast; TDP-43 expressing yeast growth rescue, BacTiter-Glo, 24 h; Potency, µM (series often up to 46.1 µM), inactives show top-dose growth rescue (activation), actives largely listed as activators; 410,000 compounds, 1.8% hits; AID 652104; further: potency means the concentration at half of the fitted maximal effect; % of control where 0% means no effect; nearly all actives have a fitted effect of over 50% in size
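Readout is BacTiter-Glo luminescence of cell growth, so inhibitors register as activators. TDP-43-expressing yeast at OD600=0.02 in galactose medium, after raffinose pregrowth to mid-log, were incubated with compound for 24 hr at 30 deg C.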
D3 antag = D3 dopamine receptor (human) antagonism; P35462; D3R cells, DiscoveRx beta-arrestin luminescence, antagonist mode; stronger effect = lower value; max response, negative = inhibition, %; 360,000 compounds, 2.5% hits; AID 652054; in the data active means max response below about -50%; inconclusive means no clear call, values can overlap the other calls; further: on the % scale 0 is the no-effect control and ±100 the full control effect; mostly tested at two doses, the higher about 12 µM
Target sequence (P35462 whole entry, looked up): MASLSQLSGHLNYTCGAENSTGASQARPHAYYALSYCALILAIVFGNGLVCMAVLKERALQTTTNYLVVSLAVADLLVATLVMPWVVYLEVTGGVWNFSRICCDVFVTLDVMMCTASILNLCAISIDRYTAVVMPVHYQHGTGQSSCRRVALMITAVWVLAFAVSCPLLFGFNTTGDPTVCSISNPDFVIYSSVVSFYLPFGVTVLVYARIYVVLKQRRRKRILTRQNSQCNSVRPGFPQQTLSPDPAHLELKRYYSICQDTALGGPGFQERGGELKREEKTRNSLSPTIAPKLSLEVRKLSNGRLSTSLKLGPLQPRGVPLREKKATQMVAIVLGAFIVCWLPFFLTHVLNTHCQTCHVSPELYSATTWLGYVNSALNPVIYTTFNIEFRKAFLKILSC
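Cells plated overnight at 1500 cells/well, then exposed to library compounds with dopamine controls for 90 minutes at 37 degrees C. DiscoveRx reagent added for 30–60 minutes at room temperature; luminescence read, quantitative HTS format.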
EPAC2 antag = antagonists of human EPAC2. Q8WZA2. EPAC2 GEF exchange of Rap1B-BODIPY-GDP, fluorescence. Potency, µM (titrated, usually from 114 µM), inactives show at the top dose activity, negative = inhibition, hits mostly inhibitors. AID 720708. 360,000 compounds, 0.18% hits; further: potency means the concentration at half of the fitted maximal effect; on the % scale 0 is the no-effect control and ±100 the full control effect; nearly all actives have a fitted effect of over 45% in size; many of its hits are not listed in these tables
DRD3 agonist = activates the human D3 dopamine receptor; 410,000 compounds, 0.58% hits; P35462; max activation, %; D3R DiscoveRx beta-arrestin cells, luminescence, 90 min; in the data active means max activation above about 30%; further: 0% is about no effect; mostly tested at two doses, the higher about 12 µM
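Agonist mode: compounds and dopamine controls were applied to plated cells for 90 min at 37 degrees C after an overnight attachment at 1500 cells/well. Luminescent read-out followed 30 - 60 minutes at room temperature with DiscoveRx detection reagent.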
aSyn rescue = inhibitors of alpha-synuclein toxicity in yeast; Yeast expressing alpha-synuclein, growth rescue, BacTiter-Glo, 24 h; 370,000 compounds, 0.14% hits; Potency, µM (titrated, usually from 46.1 µM), for inactives: top-dose growth rescue (activation), hits mostly activators; further: potency means the concentration at half of the fitted maximal effect; % of control where 0% means no effect; nearly all actives have a fitted effect of over 65% in size
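Readout is rescue of growth in alpha-synuclein-expressing yeast, so inhibitors of toxicity appear as activators. Growth after 24 hr at 30 deg C in galactose medium is quantified by luminescence.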
* hit, by the source's call; u = inconclusive; x = not tested or not shown; [ ] = dose if it differs, or a comment. Unless noted, the call rests on the fitted dose curve; in most records, active means well fitted curve in the direction sought with a large enough effect; inconclusive means small, poorly fitted or top-dose-only effect, or another doubt; inactive means no such curve, though single readings can be large; an effect the other way counts as inactive or inconclusive. The list is partial (hit frequency here may not be typical).

SMILES	Abeta yeast res	EPAC2 agonist	FUS yeast rescue	TDP43 rescue	D3 antag	EPAC2 antag	DRD3 agonist	aSyn rescue
CC(C)C(NC(=O)c1ccccc1)C(=O)OCC(=O)N1CCCC1 (stereo not given)	-1%	9%	-5%	20%	0	3%	0	0%[1.84 µM]
CCCNC(=O)C1(C)CCN(C(=O)/C=C/c2ccccc2)C1 (stereo not given)	-13%	5%	-12%	8%	0	-8%	1	u
COc1ccccc1CNC(=O)c1oc2ccc(S(=O)(=O)N3CCCC3)cc2c1C	-1%	15%	11%	-3%	24	7%	0	7%
N#Cc1ccccc1S(=O)(=O)N1CCN(C(=O)C2CCCC2)CC1	-13%	-5%	17%	-6%	3	10%	4	-1%
CCOC(=O)c1ccc(S(=O)(=O)Nc2ccccc2-c2nnn(CC)n2)cc1	-18%	6%	x	13%	-21	-12%	2	-3%
Nc1nnn(CC(=O)N/N=C/c2ccco2)n1	8%	6%	-6%	-6%	-3	-2%	3	-8%
O=C(Cc1ccc(Cl)cc1)Nc1ccncc1	18%	5%	-10%	12%	3	-2%	8	-1%
COc1cc(/C=C(\C#N)C(=O)N2CCOCC2)cc(Br)c1O	3%	10%	-5%	2%	5	9%[57.1 µM]	-1	1%
CCCCOC(=O)c1cc(=O)[nH]c2ccccc12	4%	0%	15%	u	7	5%	17	0%
COC(=O)/C(=C/c1cn(C(C)=O)c2ccccc12)[N+](=O)[O-]	-3%	4%	21%	1%	8	-14%	-2	7%
COc1ccc(NC(=O)C(C)Sc2nnc3c4c(nc(-c5ccc(OC)cc5)n23)CC(C)(C)OC4)cc1 (stereo not given)	-5%	10%	0%	-8%	2	5%	-4	-9%
O=C(Nn1cnnc1)C1CCCN1S(=O)(=O)c1ccc(F)cc1 (stereo not given)	-2%	-3%	-9%	-31%	-27	8%	4	0%
CCc1c(C)nc(SCc2nc(-c3ccccc3)no2)[nH]c1=O	3%	x	6%	-4%	x	x	0	x
O=C(O)CCn1[nH]c(=O)c2ccccc2c1=O	-6%	0%	0%	5%	23	-6%	2	1%
Clc1ccccc1-c1nnc2sc(C3COc4ccccc4O3)nn12 (stereo not given)	-36%[inhibitor]	18%	63%	u	u	-8%	-10	7%
CC(C)(C)Cc1nnc(NC(=O)Cc2ccc([N+](=O)[O-])cc2)s1	0%	-5%	x	7%	10	-1%	-10	-29%
Cc1ccc(S(=O)(=O)N2CCOCC2)cc1NC(=O)COc1ccc(C(=O)c2ccccc2)cc1	0%	13%	u	11%	60	3%	9	5%
Cc1ccc(Cn2c(C(C)NC(=O)c3ccccc3)nc3ccccc32)cc1 (stereo not given)	-3%	x	3%	u	x	x	-18	x
O=C(c1nc(-c2ccc(Cl)cc2)n2c1CCCCC2)N1CCN(c2ccccc2)CC1	-6%	x	22%	u	x	x	3	x
O=C(CSc1nc2ccccc2[nH]1)Nc1ccc2c(c1)OCCO2	10%	6%	-2%	13%	17	-5%	2	10%
CCCCCC1C(=O)C[C@@H]2CCN3C(=O)CCC[C@H]1[C@H]23 (stereo not given in full)	7%	8%	-20%	0%	11	-8%	7	1%
Cc1ccc(SCC(=O)NCC(C)C)cc1	4%	-6%	-6%	-11%	-12	15%	2	2%
CCOc1ccc(NC(=O)CSc2nnc(CNC(=O)c3cccs3)o2)cc1	18%	-3%	-11%	5%	-2	-1%	1	0%
CCOC(=O)/C(C(N)=NC(C)C)=C(\O)c1ccccc1	3%	-7%	26%	24%	15	-4%	1	0%
CCOC(=O)c1c(S(=O)(=O)Nc2ccccn2)c(C)n(C)c1C	0%	-3%	16%	2%	8	1%	5	7%

More records.
SMILES	Abeta yeast res	EPAC2 agonist	FUS yeast rescue	TDP43 rescue	D3 antag	EPAC2 antag	DRD3 agonist	aSyn rescue
COc1cc(C(=O)Nc2ccc3ccccc3c2)cc(OC)c1OC	3%	12%	3%	24%	-15	-5%	-6	-11%
CN(CC(=O)Nc1ccc(N2CCOCC2)cc1)C(=O)CCc1ccccc1Cl	-5%	-1%	32%	-9%	20	14%	-3	-6%
CC1(C)Cc2c(sc(/N=C/N3CCCCCC3)c2C#N)C(C)(C)N1	-10%	-5%	0%	0%	3	-5%	-4	0%
COc1ccccc1OCCCC(=O)Nc1ccc(N2CCOCC2)cc1	6%	10%	-13%	20%	3	-6%	1	1%
O=C(NN=C1CCC(=NNC(=O)c2ccccn2)CC1)c1ccccn1	-2%	11%	2%	-8%	-5	1%	3	0%
CCCCCn1c(=N)c(S(=O)(=O)c2ccccc2)cc2c(=O)n3cccc(C)c3nc21	-8%	x	-13%	6%	x	x	1	0%
O=C(NCCCN1CCN(Cc2ccccc2Cl)CC1)Nc1ccccc1	11%	4%	-11%	12%	0	6%	-12	1%
c1ccc(-c2nccc(-c3ccc(-n4cnc5ccccc54)cc3)n2)cc1	15%	-6%	25%	-1%	-4	-1%	7	0%
Cc1cc(C)c2nc(C)cc(Nc3ccc(C(=O)NCCO)cc3)c2c1	3%	6%	9%	-14%[1.82 µM]	-4	20µM*	-4	7%
O=C(Nc1ccc2c(c1)OCO2)c1ccc(CO)cc1	-16%	7%	3%	-7%	u	2%	-19	-5%[1.84 µM]
Cc1ccc(NC(=O)c2ccc3c(c2)CCN3S(C)(=O)=O)c(C)c1	6%	3%	-4%	27%	14	-12%	4	-4%
COc1ccc(C2CC(c3ccccc3)=NN2C(=O)COC(=O)c2cccnc2)cc1 (stereo not given)	11%	-1%	x	-6%	u	0%	-1	0%
Cc1cc(F)ccc1S(=O)(=O)N(C(=O)c1ccncc1)c1ccc(OC(=O)c2ccncc2)cc1	-32%[inhibitor]	5%	15%	u	-23	-12%	-6	11%
COc1cccc(-n2c(CN3CCN(c4ccccc4)CC3)nc3ccc([N+](=O)[O-])cc3c2=O)c1	0%	6%	x	-4%	-2	0%	-10	4%
COc1ccc(C(CNC(=O)CNC(=O)c2cccc(Cl)c2)N2CCCC2)cc1 (stereo not given)	5%	7%	x	20%	-26	-4%	-10	4%
O=C(CCCOc1ccc(Cl)cc1)N1CCCCC1	-19%	7%	8%	4%	-20	7%	-23	14%
CN(C)CCNC(=O)c1ccc2nc([C@@H]3O[C@H](CO)[C@H](O)[C@H](O)[C@H]3O)[nH]c2c1	1%	3%	-1%	3%	18	-2%	0	-4%
COc1nc(NCC(C)C)nc(Oc2ccc(=O)n(-c3ccccc3)n2)n1	1%	-3%	-7%	16%	21	-6%	1	7%
Cc1cccc(OCc2nc(CC(=O)Nc3ccc(C)c(C)c3)cs2)c1	6%	x	-4%	10%	x	x	-17	x
CN(CCO)C(=O)c1ccc(-c2nn(C)c(=O)c3ccccc23)cc1	25%	0%	-7%	8%	1	0%	4	5%
CC(Oc1ccc(Cl)cc1)c1ccnn1S(=O)(=O)c1ccc(Cl)cc1 (stereo not given)	14%	-2%	5%	27%	-10	-3%	5	2%
NC(=S)n1[nH]c(-c2ccc([N+](=O)[O-])cc2)c(N=Nc2cccc(Cl)c2)c1=O	-19%	8%	18%	-7%	u	-14%	-2	-8%
CC(C)Oc1ccc(CN2CCC2(C)C(=O)Nc2cnc3ccccc3c2)cc1 (stereo not given)	-9%	19%	-8%	7%	59	2%	1	0%
Oc1ccc2cc(Br)ccc2c1CN1CCCC1	-12%	5%	42%	-14%	0	-15%	1	10%
COC(=O)c1ccc(COc2ccc(Cl)cc2)o1	-4%	15%	-34%	18%	-15	-28%	-5	-3%
C1CC1Cc1noc(CN2CCN(C3C4CC5CC(C4)CC3C5)CC2)n1 (stereo not given)	13%	-5%	-15%	14%	-4	6%	-9	2%
Cc1cccc(OC(=O)c2cn(C)nc2C(F)(F)F)c1C	2%	-11%	-20%	14%	-8	-4%	-1	2%
Cc1ccnc(NS(=O)(=O)c2ccc(NC(=O)Cc3ccccc3)cc2)n1	7%	10%	x	0%	-5	1%	5	0%
O=C1NC(=S)NC1=Cc1ccccc1O	5%	3%	-13%	-16%	1	10%	12	1%

Quoted from the entries so far, 13 compounds:
SMILES	Abeta yeast res	EPAC2 agonist	FUS yeast rescue	TDP43 rescue	D3 antag	EPAC2 antag	DRD3 agonist	aSyn rescue
CC1(C)Cc2c(sc(/N=C/N3CCCCCC3)c2C#N)C(C)(C)N1	-10%	-5%	0%	0%	3	-5%	-4	0%
COc1ccccc1OCCCC(=O)Nc1ccc(N2CCOCC2)cc1	6%	10%	-13%	20%	3	-6%	1	1%
O=C(NN=C1CCC(=NNC(=O)c2ccccn2)CC1)c1ccccn1	-2%	11%	2%	-8%	-5	1%	3	0%
CCCCCn1c(=N)c(S(=O)(=O)c2ccccc2)cc2c(=O)n3cccc(C)c3nc21	-8%	x	-13%	6%	x	x	1	0%
O=C(NCCCN1CCN(Cc2ccccc2Cl)CC1)Nc1ccccc1	11%	4%	-11%	12%	0	6%	-12	1%
c1ccc(-c2nccc(-c3ccc(-n4cnc5ccccc54)cc3)n2)cc1	15%	-6%	25%	-1%	-4	-1%	7	0%
Cc1cc(C)c2nc(C)cc(Nc3ccc(C(=O)NCCO)cc3)c2c1	3%	6%	9%	-14%[1.82 µM]	-4	20µM*	-4	7%
O=C(Nc1ccc2c(c1)OCO2)c1ccc(CO)cc1	-16%	7%	3%	-7%	u	2%	-19	-5%[1.84 µM]
Cc1ccc(NC(=O)c2ccc3c(c2)CCN3S(C)(=O)=O)c(C)c1	6%	3%	-4%	27%	14	-12%	4	-4%
COc1ccc(C2CC(c3ccccc3)=NN2C(=O)COC(=O)c2cccnc2)cc1 (stereo not given)	11%	-1%	x	-6%	u	0%	-1	0%
Cc1cc(F)ccc1S(=O)(=O)N(C(=O)c1ccncc1)c1ccc(OC(=O)c2ccncc2)cc1	-32%[inhibitor]	5%	15%	u	-23	-12%	-6	11%
COc1cccc(-n2c(CN3CCN(c4ccccc4)CC3)nc3ccc([N+](=O)[O-])cc3c2=O)c1	0%	6%	x	-4%	-2	0%	-10	4%
COc1ccc(C(CNC(=O)CNC(=O)c2cccc(Cl)c2)N2CCCC2)cc1 (stereo not given)	5%	7%	x	20%	-26	-4%	-10	4%

Compound activity (PubChem)
